Vif imaging: inhibitors of HIV Vif. HEK293T cells, Vif self-association by quenched fluorescence, imaging, 24 h. inhibition, % at 7.49 µM. 340,000 compounds, 0.35% hits. AID 602346; in the data active = inhibition above about 50%, passing the limit was not always enough; also: some results filed as inactive read as strong as hits
HTR2A ag: agonists of mouse serotonin 5-HT2A receptor (HTR2A). P35363. CHO-K1 mHTR2A beta-arrestin complementation, luminescence; percent of 30 µM serotonin response. activation, % at 7.6 µM. 360,000 compounds, 0.66% hits;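 active = activation above a run cutoff, the mean activation of all tested compounds plus 3 SD, cut at about 14% in these data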;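 also: 0% = plate median of compound wells and 100% = 30 µM serotonin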
Exocytosis inh: blocks lytic granule exocytosis. TALL-104 LAMP-1 surface exposure, flow cytometry; cells stimulated with thapsigargin and PMA. inhibition, % at 10 µM. 360,000 compounds, 0.66% hits;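 active = inhibition above about 55%, limit read from the data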
Cardio protect: protects H9c2 cardiomyocytes from peroxide injury; H2O2 injury protection, ATPLite, 2 h; protection from H2O2 cell death, % at 20 µM; 360,000 compounds, 0.63% hits; AID 588492;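 active = compounds giving at least 50% protection of heart cells from peroxide-induced death in the single-dose screen, raw or plate-pattern-corrected value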;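 also: 0% = DMSO wells with peroxide and 100% = DMSO wells without peroxide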
hiPSC survival: enhancers of human iPSC single-cell survival; hiPSC single-cell survival, ATPlite luminescence; 100% = ROCK inhibitor wells, 0% = DMSO; survival enhancement, % at 20 µM; 360,000 compounds, 0.044% hits; AID 602274; in the data active = survival enhancement above about 18%;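 also: cells exposed to compounds for 16 hours before the ATP read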
Glyco luc inh: N-linked glycosylation inhibition | D54 ERlucT glycosylation luciferase reporter, 24 h; percent of 100 nM tunicamycin response | reporter increase, % at 12.5 µM | 360,000 compounds, 0.23% hits | AID 588692;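 active = mean luciferase reporter signal, scaled so untreated is 0 and the glycosylation-blocking control 100, at or above a set limit in every replicate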;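 also: luciferase carries N-glycosylation sites so blocking glycosylation raises the light; 0% = median of neutral control wells and 100% = median of 100 nM tunicamycin wells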
ABCB6 inh 2: inhibitors of human ABC transporter ABCB6; Q9NP58; 360,000 compounds, 0.19% hits; fluorescence ratio to DMSO, % at 10 µM; K562-ABCB6 porphyrin accumulation, flow cytometry, 1 h; hits give low values; AID 602162;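 active = fluorescence ratio to DMSO below 75%, the collection mean minus 3 SD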;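 also: signal is porphyrin accumulated inside mitochondria; 100% equals median channel fluorescence of DMSO control wells; lower ratio means ABCB6 inhibition with less porphyrin fluorescence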
Target sequence (Q9NP58 whole entry, looked up): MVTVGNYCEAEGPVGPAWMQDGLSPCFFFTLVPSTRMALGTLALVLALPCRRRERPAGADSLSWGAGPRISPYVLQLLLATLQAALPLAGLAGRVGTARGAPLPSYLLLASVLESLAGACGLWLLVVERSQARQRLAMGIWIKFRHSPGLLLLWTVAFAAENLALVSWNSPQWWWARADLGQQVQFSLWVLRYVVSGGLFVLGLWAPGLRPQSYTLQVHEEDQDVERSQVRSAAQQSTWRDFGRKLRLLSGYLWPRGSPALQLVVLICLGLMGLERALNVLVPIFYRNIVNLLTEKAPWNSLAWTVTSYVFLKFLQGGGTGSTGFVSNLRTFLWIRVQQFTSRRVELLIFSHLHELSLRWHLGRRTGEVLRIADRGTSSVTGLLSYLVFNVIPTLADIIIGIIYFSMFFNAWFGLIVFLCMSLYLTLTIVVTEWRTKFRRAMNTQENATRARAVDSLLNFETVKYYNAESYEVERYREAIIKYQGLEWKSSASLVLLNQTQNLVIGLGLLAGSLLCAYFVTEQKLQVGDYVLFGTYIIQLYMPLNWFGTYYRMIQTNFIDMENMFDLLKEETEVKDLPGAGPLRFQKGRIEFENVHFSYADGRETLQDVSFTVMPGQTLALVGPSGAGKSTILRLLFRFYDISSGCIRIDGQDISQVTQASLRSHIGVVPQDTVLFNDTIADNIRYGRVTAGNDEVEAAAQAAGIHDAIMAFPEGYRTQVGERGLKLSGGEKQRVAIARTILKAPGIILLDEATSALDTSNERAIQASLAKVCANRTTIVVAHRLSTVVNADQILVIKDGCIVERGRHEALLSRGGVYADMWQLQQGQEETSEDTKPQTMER
aDG glyco act: increases alpha dystroglycan glycosylation; Pro5-aDG cells, alpha-DG glycosylation AlphaScreen (IIH6); 0% Pro5, 100% B10-LARGE cell signal; activation, % at 10 µM; 360,000 compounds, 0.22% hits;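 active = activation of at least 8% versus controls, or a plate z-score of at least 8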;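 also: Pro5 are CHO cells carrying HIG-tagged alpha-DG that lacks glycosylation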
PDI inh: blocks human protein disulfide isomerase activity. P07237. PDI insulin aggregation turbidity, A650, 90 min. inhibition, % at 10 µM. 350,000 compounds, 0.052% hits. AID 588391;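 active = mean inhibition across replicates of 30% or more, whatever share of single replicates reach that level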;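 also: absorbance from insulin aggregation driven by PDI reduction with DTT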
CaV13 ICDI inh: Disruptors of the CACNA1D IQ motif to Ca2+-dependent inactivation inhibitor domain association, primary screening, Förster resonance energy transfer in intact living … | HEK cells, CFP/YFP FRET ICDI-IQ, plate reader, 10 min; percent FRET-ratio fall versus neutral wells | inhibition, % at 12.3 µM | 340,000 compounds, 0.098% hits | AID 743397;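 active = mean replicate inhibition of at least 30% and at least 1% of replicates passing that level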;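 also: 0% = median of the neutral control wells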
Numbers without * were called inactive; x = no result given.

SMILES | Vif imaging | HTR2A ag | Exocytosis inh | Cardio protect | hiPSC survival | Glyco luc inh | ABCB6 inh 2 | aDG glyco act | PDI inh | CaV13 ICDI inh
O=C(NNC1=C(C(=O)C(F)(F)F)CCC1)c1ccc(Br)cc1 | x | -6 | 1 | -20 | 3.0 | 8 | 94 | -0.3 | 1 | -6
CC1=C(C(=O)O)N2C(=O)C(NC(=O)c3ccccc3Cl)C2SC1 (configuration not stated) | -12 | -3 | -5 | 3 | -0.5 | 2 | 99 | 0.0 | 0 | -17
CCOc1ccc(-c2nnn(CC(=O)Nc3cc(OC)cc(OC)c3)n2)cc1OCC | -1 | 3 | 2 | -1 | -0.4 | 1 | 100 | 0.1 | 0 | -9
Cc1cccc(N2CC(C(=O)Nc3nnc(SCC(=O)Nc4nccs4)s3)CC2=O)c1 (configuration not stated) | 2 | -2 | -2 | 6 | -0.6 | -1 | 98 | -0.2 | -23 | -4
O=C(/C=C/[C@H]1O[C@@H](n2ccc(=O)[nH]c2=O)[C@H](O)[C@@H]1O)NC(c1ccccc1)c1ccccc1 | -1 | 2 | -6 | 4 | 0.3 | 2 | 99 | -0.1 | x | -2
N/C(=N\OC(=O)CC1CCCCC1)c1ccccn1 | -4 | 1 | 0 | -17 | -2.2 | 0 | 100 | 0.2 | -5 | -8
O=C(Nc1ccc(Br)cn1)c1cccc2ccccc12 | -5 | -4 | 23 | -2 | -0.4 | 18 | 106 | 0.0 | -2 | -3
CCC(C(=O)Oc1c(C(C)C)cccc1C(C)C)c1ccccc1 (configuration not stated) | 11 | -3 | -2 | -8 | -0.4 | -1 | 103 | 0.0 | -4 | -10
CCc1nc2c(OCc3ccccc3C)cccn2c1N(C)C(=O)C(C)C | x | 5 | -1 | 2 | -0.7 | 2 | 91 | 0.3 | 3 | -5
Clc1ccc(CSc2nncn2-c2ccccn2)cc1 | -7 | -3 | -1 | 4 | -0.1 | -3 | 99 | -0.4 | -3 | -6
Cc1n[nH]c(=O)n(N=Cc2cccs2)c1=O | 2 | 8 | 15 | 3 | -1.2 | 1 | 98 | 0.1 | -21 | -6
COc1ccc(C(C#N)Nc2ccc(C)cc2)cc1 (configuration not stated) | 2 | 3 | -2 | 0 | 6.8 | 0 | 104 | -0.3 | -1 | -4
COC(=O)C1=C(N)Oc2cc(C)n(Cc3cccnc3)c(=O)c2C1c1ccc(OC)c(OC)c1OC (configuration not stated) | 21 | 1 | 0 | 6 | -3.4 | 3 | 96 | 0.2 | -7 | x
O=C(CSc1ccc(-c2ccccc2)nn1)NC1CCCCC1 | -2 | 2 | -1 | -6 | 0.2 | 0 | 106 | -0.4 | 11 | -11
COC1CCCN(Cc2c(C(=O)N3CCc4ccccc4C3)nc3ccc(Cl)cn23)C1 (configuration not stated) | 0 | -8 | 2 | 0 | -0.2 | 0 | 99 | 0.0 | 16 | -8
Nc1ccc2c(c1)N=[N+]([O-])c1cc(N)ccc1C2 | 2 | -2 | -5 | 11 | 0.7 | 0 | 92 | 0.1 | -8 | -17
CC1CCC(NC(=O)c2cc3ccccc3cc2O)CC1 (configuration not stated) | -5 | -5 | -12 | -30 | 1.1 | -4 | 96 | 0.1 | -5 | -2
CCOC(=O)N/N=C/c1cn(CCCOc2ccccc2)c2ccccc12 | -18 | -6 | -1 | 0 | -0.1 | -7 | 102 | 0.8 | 3 | -6
CCCCn1c(N)c(Br)c(=O)[nH]c1=O | 2 | 2 | 5 | 55* | 2.7 | 2 | 98 | 0.1 | 0 | -16
CC(C)c1nc(-c2c(N)n(C)c(=O)n(C)c2=O)sc1C(=O)C(C)(C)C | x | 2 | -1 | -7 | -2.7 | -1 | 94 | -0.1 | -5 | x
CC(=O)C(C(C)=O)C1(O)C(=O)c2ccccc2C1=O | 1 | 1 | -1 | 3 | -0.9 | -1 | 93 | 0.1 | -6 | -5
CCOC(=O)N1CCN(C(=O)c2ccc3nc(SCc4ccc(F)cc4)n(C)c3c2)CC1 | 28 | 4 | 14 | -3 | -1.8 | -1 | 97 | 0.3 | 16 | x
C/C(=C/c1ccccc1)C(=O)N1CCC(C)CC1 | 15 | -2 | 7 | 6 | 2.0 | -2 | 102 | 0.0 | 2 | -11
CCn1c(SCC(=O)Nc2nccs2)nnc1-c1cc2cccc(OC)c2o1 | 1 | 0 | -1 | 2 | 2.9 | 3 | 91 | 2.2 | -8 | -4
COCCN1CCC(CNCc2cn(-c3cc(C)ccc3C)nc2-c2ccccc2)C1 (configuration not stated) | -6 | -4 | 43 | 3 | -5.5 | -3 | 108 | 7.8* | -7 | -4
CC1(C(=O)Nc2ccc3c(c2)OCO3)CCN1C(=O)Cc1ccc(-c2ccccc2)cc1 (configuration not stated) | -13 | -5 | -5 | -22 | -1.3 | -3 | 95 | 5.4 | -4 | -10
CN1CCN(NS(=O)(=O)c2ccc(Cl)s2)CC1 | 0 | 0 | 8 | -4 | 2.8 | -1 | 101 | -0.3 | 0 | -5
c1ccc2c(c1)oc1c(NCCCn3ccnc3)ncnc12 | x | 3 | -1 | -2 | 4.6 | 2 | 89 | 0.2 | 4 | -4
Cc1ccc(Sc2ccc(C(=O)N(C)C)cc2[N+](=O)[O-])cc1 | 21 | 2 | -1 | -4 | -2.5 | 0 | 98 | -0.6 | 6 | -2
CCN(CC)CCCN1C(=O)C(=O)/C(=C(/O)c2ccc3c(c2)OCCO3)C1c1ccco1 (configuration not stated) | 15 | 0 | -3 | 0 | 0.6 | 0 | 97 | -0.1 | 10 | -4
Cc1cc(SCC(=O)Nc2ccc(O)cc2)n2nc(C)c(-c3ccccc3)c2n1 | 11 | -1 | -3 | 18 | 0.1 | 0 | 97 | 0.0 | 3 | 0
O=C(N[C@@H](Cc1ccccc1)C(=O)OCc1ccccc1)c1nc[nH]c1C(=O)N1CCc2ccccc2C1 | 3 | 3 | 11 | -25 | 0.8 | 0 | 99 | -0.2 | 7 | -11
CCCCCC(=O)N1C[C@@H](n2cc(COC(=O)c3ccccc3)nn2)[C@H](O)C[C@@H]1c1ccc(Cl)cc1 | -1 | -3 | -13 | -9 | -1.3 | -1 | 99 | 0.0 | 1 | -7
O=C(NCC1CCCO1)C1CCCN(c2ncccn2)C1 (configuration not stated) | 1 | 0 | 0 | -2 | 7.6 | 1 | 96 | 0.0 | -4 | -9
COc1cc(CCC(=O)Nc2cc(C)cc(C)c2)cc(OC)c1OC | -8 | -3 | -4 | 0 | 1.1 | 4 | 100 | 0.6 | -1 | -7
Cc1cc(C(=O)CN2C(=O)C(=O)N(Cc3ccccc3)C2=O)c(C)n1Cc1ccc(F)cc1 | -1 | -2 | 6 | -5 | -0.3 | -2 | 93 | -0.1 | -12 | -6

In the list so far, 3 contain bromine:
SMILES | Vif imaging | HTR2A ag | Exocytosis inh | Cardio protect | hiPSC survival | Glyco luc inh | ABCB6 inh 2 | aDG glyco act | PDI inh | CaV13 ICDI inh
O=C(NNC1=C(C(=O)C(F)(F)F)CCC1)c1ccc(Br)cc1 | x | -6 | 1 | -20 | 3.0 | 8 | 94 | -0.3 | 1 | -6
O=C(Nc1ccc(Br)cn1)c1cccc2ccccc12 | -5 | -4 | 23 | -2 | -0.4 | 18 | 106 | 0.0 | -2 | -3
CCCCn1c(N)c(Br)c(=O)[nH]c1=O | 2 | 2 | 5 | 55* | 2.7 | 2 | 98 | 0.1 | 0 | -16

New compounds follow.
SMILES | Vif imaging | HTR2A ag | Exocytosis inh | Cardio protect | hiPSC survival | Glyco luc inh | ABCB6 inh 2 | aDG glyco act | PDI inh | CaV13 ICDI inh
Cc1ccc(C(=O)/C=C/c2c[nH]c3ccccc23)cc1 | -5 | -5 | 5 | -16 | 0.5 | 4 | 110 | 0.1 | -1 | -4
CCC(C)NC(=O)c1ccc(NS(=O)(=O)c2ccc3[nH]c(=O)[nH]c3c2)cc1 (configuration not stated) | 5 | 2 | 6 | 3 | -0.3 | 3 | 103 | -0.4 | -5 | -3
Cc1ccc(NC(=O)CCC(C(=O)O)N2C(=O)c3ccccc3C2=O)cc1 (configuration not stated) | 8 | 3 | -1 | -1 | -0.7 | 0 | 93 | -0.2 | 3 | x
O=C(NCc1ccc(N2CCCC2=O)cc1)c1ccc(F)cc1 | 0 | -2 | -2 | 0 | 0.2 | 0 | 99 | -0.1 | -5 | 2
Cc1ccc(NC(=O)CCn2cnc3ccccc3c2=O)cc1Cl | 0 | -4 | 0 | 3 | 0.1 | 0 | 104 | -0.1 | 0 | -5
CN(CCOc1ccccc1)C(=O)C1CCC(=O)N(CCN2CCOCC2)C1 (configuration not stated) | -4 | 6 | 3 | 0 | -0.2 | 1 | 98 | 0.2 | -30 | -4
Cc1ccc(S(=O)(=O)N(C)c2ccc3ccccc3c2)cc1 | 2 | -3 | 17 | -18 | -0.4 | 0 | 100 | 0.2 | -1 | -5
COc1cccc(/C=N/NC(=O)Cn2nc(C)c([N+](=O)[O-])c2C)c1O | 4 | -4 | 0 | 54* | 4.2 | -1 | 99 | 0.5 | -6 | -4
O=C(OC(C(=O)NCC1CCCO1)c1ccccc1F)c1ccco1 (configuration not stated) | 8 | -1 | 2 | 4 | 5.7 | 1 | 88 | -0.2 | 4 | -5
O=C(Nc1cccc(F)c1)Nc1ccnn1C1CCN(C(=O)c2cscn2)CC1 | x | -1 | -2 | -2 | 0.0 | 3 | 95 | 0.5 | -1 | -6
CC1CCC(NC(=O)c2ccc3snnc3c2)CC1 (configuration not stated) | -15 | -2 | -4 | -5 | -0.6 | -1 | 103 | 0.2 | -2 | -4
Cc1ccc(NCc2nnc(SCC(=O)Nc3cc(C)on3)n2C)cc1 | -3 | -1 | 2 | 8 | 1.2 | 1 | 97 | -0.3 | -6 | x
COC(=O)C1(CCSC)NC(c2ccc(O)cc2)C2C(=O)N(c3ccc(F)cc3)C(=O)C21 (configuration not stated) | -11 | -3 | -5 | 4 | 0.7 | 0 | 92 | 0.0 | 4 | -3
O=C(NC1CCCCCC1)c1ccccc1-c1ccccc1 | 0 | 4 | 2 | -3 | 0.6 | -2 | 100 | 0.1 | 9 | -5
COc1ccccc1CC(=O)Nc1ccc2nc(C)sc2c1 | -14 | 1 | 0 | -2 | -0.4 | 0 | 99 | 0.0 | 9 | -3
Cc1ccc(C(NC(=O)N2CCCC2)C(Cl)(Cl)Cl)cc1F (configuration not stated) | 2 | 0 | 0 | 2 | -1.2 | -3 | 94 | 0.0 | 7 | -7
CCN=C(Nc1ccc(Cl)cc1)c1cccnc1 | 3 | 2 | -2 | 1 | -0.5 | 4 | 96 | -0.2 | 6 | -4
CSc1cccc(NC(=O)C(C)NS(=O)(=O)c2ccc(F)cc2)c1 (configuration not stated) | -3 | 0 | -3 | -3 | 0.1 | 1 | 102 | 0.0 | 10 | -8
CCCn1c(N)cc(=O)n(CCC)c1=O | -11 | 16* | 10 | 5 | 0.4 | 1 | 97 | 0.1 | 0 | -2
CCOC(=O)c1sc(NC(=O)c2c(OC)cccc2OC)nc1C | -2 | 1 | 0 | 4 | -1.2 | 1 | 107 | 0.1 | 5 | x
O=C(CN1CCC(C(=O)c2ccc3c(c2)OCCO3)CC1)Nc1ccccc1F | 3 | -4 | 13 | -6 | -0.6 | 0 | 98 | 0.1 | -2 | -4
COc1cccc(OCC(=O)Nc2ccncc2)c1 | 6 | 2 | -5 | -7 | -0.2 | 1 | 81 | 0.1 | -4 | 2

Assay outcomes (PubChem BioAssay)
